mIDH1 inhibitor: blocks human mutant IDH1 R132H enzyme; O75874; IDH1-R132H enzyme, NADPH consumption, diaphorase/resazurin fluorescence; Potency, µM (top dose mostly 76.6 µM), inactives show at the top dose activity change, negative = inhibition, hits mostly inhibitors; 390,000 compounds, 0.093% hits; AID 602179; further: on the % scale 0 is the no-effect control and ±100 the full control effect; nearly all actives have a fitted effect of over 65% in size
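IDH1-R132H (0.5 ug/mL) preincubated 30 min with compound, then NADPH (0.016 mM) and alpha-KG (2 mM) added; 80 min at RT, pH 7.5. Remaining NADPH coupled via diaphorase/resazurin to fluorescence (540/590 nm); concentration-response curves normalized to no-enzyme control.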
TrxR1 substrate: substrates of rat thioredoxin reductase 1 | 390,000 compounds, 0.01% hits | Potency, µM (doses to about 114 µM), inactives show at the top dose activity change, negative = substrate turnover | O89049 | purified TrxR1 substrate turnover, NADPH consumption readout; further: on the % scale 0 is the no-effect control and ±100 the full control effect; nearly all actives have a fitted effect of over 50% in size
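Rat TrxR1, dispensed at 90 nM, was prereduced with 400 uM NADPH (final) for 5 min at ~22 deg C, then incubated with compound 15 min before 400 uM selenite. A first-read NADPH fluorescence drop versus no-compound background flagged substrates.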
Vif-A3F inh: blocks the Vif interaction with APOBEC3F; Potency, µM (doses to about 46.1 µM), for inactives: at the highest dose activity, negative = active; AID 602313; HeLa A3F-eYFP + Vif (tagged APOBEC3F with the HIV-1 protein that degrades it), YFP fluorescence increase; 390,000 compounds, 0.2% hits; further: % of control where 0% means no effect; nearly all actives have a fitted effect of over 65% in size
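HeLa cells stably expressing A3F-eYFP plus Vif, plated and incubated overnight at 37 deg C, then exposed to compounds overnight at 37 deg C. Blocked degradation read as raised yellow fluorescence (Ex 488/Em 500-530).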
USP1-UAF1 inh: inhibitors of human USP1/UAF1 deubiquitinase. recombinant USP1/UAF1, Ub-Rhodamine cleavage fluorescence. Potency, µM (series often up to 57.1 µM), inactives show top-dose activity change, negative = inhibition, hits mostly inhibitors. 390,000 compounds, 0.23% hits; further: on the % scale 0 is the no-effect control and ±100 the full control effect; nearly all actives have a fitted effect of over 60% in size; inactives centre near -12
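USP1/UAF1 complex (1 nM) preincubated 15 min at room temperature with compound, then Ub-Rho substrate (150 nM final) added. Kinetic fluorescence at 480/540 nm over 6 reads at 60 s intervals; 50 mM HEPES pH 7.8, 0.5 mM EDTA, 0.1 mg/ml BSA, 1 mM TCEP, 0.01% Tween-20.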
Vif-APOBEC3G blk: Vif-A3G binding inhibition; HeLa A3G-eYFP + Vif (tagged APOBEC3G with the HIV-1 protein that degrades it), YFP fluorescence, overnight; Potency, µM (titrated, usually from 46.1 µM), inactives show at the top dose activity, negative = active, most hits filed as inhibitors; 410,000 compounds, 0.076% hits; AID 602310;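 further: on the % scale 0 is the no-effect control and ±100 the full control effect; nearly all actives have a fitted effect of over 60% in size; hits raise eYFP signal because A3G escapes Vif-driven loss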
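Read-out is eYFP fluorescence (Ex 488/Em 500-530) from Vif-expressing HeLa A3G-eYFP cells; more signal means A3G escaped Vif-mediated degradation. Cells plated overnight, compound pinned in, incubated overnight at 37 deg C.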
RXFP1 ag: RXFP1 (human) receptor agonism; Q9HBX9; HEK293T-RXFP1 cAMP TR-FRET, 30 min; response scale: percent of porcine relaxin response, buffer zero; Potency, µM (titrated, usually from 57.5 µM), for inactives: top-dose activation, hits mostly activators; 370,000 compounds, 0.3% hits; AID 2676; further: on the % scale 0 is the no-effect control and ±100 the full control effect; nearly all actives have a fitted effect of over 60% in size; many of its hits are not listed in these tables
Target sequence (Q9HBX9 whole entry, looked up): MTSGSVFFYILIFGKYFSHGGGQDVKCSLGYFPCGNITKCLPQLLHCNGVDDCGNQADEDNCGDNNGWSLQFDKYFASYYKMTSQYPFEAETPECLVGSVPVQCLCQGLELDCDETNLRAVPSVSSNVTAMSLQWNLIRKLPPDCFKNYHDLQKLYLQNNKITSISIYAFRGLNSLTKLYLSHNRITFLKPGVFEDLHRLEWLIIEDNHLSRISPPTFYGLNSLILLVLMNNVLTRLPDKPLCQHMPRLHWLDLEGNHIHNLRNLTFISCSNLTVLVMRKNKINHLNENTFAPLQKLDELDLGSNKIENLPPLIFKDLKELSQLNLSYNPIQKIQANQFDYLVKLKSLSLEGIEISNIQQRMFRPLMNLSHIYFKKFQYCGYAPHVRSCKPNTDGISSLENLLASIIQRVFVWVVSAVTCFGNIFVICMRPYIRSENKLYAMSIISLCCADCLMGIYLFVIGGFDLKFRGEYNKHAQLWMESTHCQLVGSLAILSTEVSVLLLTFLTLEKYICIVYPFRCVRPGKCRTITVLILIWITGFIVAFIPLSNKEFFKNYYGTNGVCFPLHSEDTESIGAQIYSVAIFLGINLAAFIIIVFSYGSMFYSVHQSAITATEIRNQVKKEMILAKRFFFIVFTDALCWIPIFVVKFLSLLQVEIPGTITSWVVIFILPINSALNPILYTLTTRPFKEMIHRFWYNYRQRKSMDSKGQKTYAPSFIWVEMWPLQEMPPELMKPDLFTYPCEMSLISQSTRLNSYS
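Agonist response is measured as cAMP accumulation in an RXFP1-transfected HEK293T line under PDE4 inhibition. Values are scaled between buffer-only and 29 nM porcine relaxin, and EC50s come from standard Hill equation fits.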
rTrxR1 inhibitor: inhibitors of rat thioredoxin reductase 1. O89049. recombinant rTrxR1, NADPH fluorescence consumption, selenite substrate. Potency, µM (titrated, usually from 114 µM), without a hit: at the highest dose activity change, negative = inhibition, actives largely listed as inhibitors. 390,000 compounds, 1% hits; further: on the % scale 0 is the no-effect control and ±100 the full control effect; nearly all actives have a fitted effect of over 65% in size
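Rat TrxR1 (90 nM in the dispensed reagent) was pre-reduced with 400 uM NADPH for 5 min at room temperature, then incubated with compound for 15 min. After 400 uM selenite was added, NADPH fluorescence (Ex 340/Em 450 nm) was followed for 8 min.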
12-LOX inh: inhibitors of human 12S-lipoxygenase ALOX12 | purified 12hLO, xylenol orange hydroperoxide absorbance | Potency, µM (titrated, usually from 108 µM), without a hit: at the highest dose activity change, negative = inhibition, usual class: inhibitors | 580,000 compounds, 1.1% hits | P18054; further: on the % scale 0 is the no-effect control and ±100 the full control effect
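Hydroperoxide product was detected by ferrous iron/xylenol orange as the 573 to 405 nm absorbance ratio. Arachidonic acid at 40 uM (final) was turned over for 30 min at room temperature by 150 nM human 12hLO, pH 7.0 Hepes buffer, after 15 min compound preincubation.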
RGS4 inhibitor: human RGS4 inhibition. 390,000 compounds, 0.039% hits. Potency, µM (top dose mostly 114 µM), for the others: at the highest dose activity change, negative = inhibition, most hits filed as inhibitors. AID 504845. Transcreener GDP fluorescence polarization, RGS4-accelerated GTP hydrolysis; further: on the % scale 0 is the no-effect control and ±100 the full control effect; nearly all actives have a fitted effect of over 75% in size; some results filed as inactive show a strong effect at the top dose
Target sequence (P49798 whole entry, looked up): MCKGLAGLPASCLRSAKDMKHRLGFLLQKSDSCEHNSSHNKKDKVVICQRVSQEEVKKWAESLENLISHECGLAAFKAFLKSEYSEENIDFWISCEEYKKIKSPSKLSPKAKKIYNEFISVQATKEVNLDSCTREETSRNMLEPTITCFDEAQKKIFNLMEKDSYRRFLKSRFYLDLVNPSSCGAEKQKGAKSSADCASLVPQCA
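MLSMR compounds (23 nl, pin-transferred) preincubated 10 min at room temperature with a 500nM (2x) first reagent, then RGS4 at 900nM (2x) plus Transcreener GDP mix added; fluorescence polarization (620/688 nm) read before and after 90 min at 30 °C.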
Active calls of the source: *; [ ] = another dose, or the depositor's remark. The call rests on the fitted dose curve; in most records, active means well fitted curve in the direction sought with a large enough effect; inconclusive means small, poorly fitted or top-dose-only effect, or another doubt; inactive means no such curve, though single readings can be large; an effect the other way counts as inactive or inconclusive. Potency means the concentration at half of the fitted maximal effect. Not all compounds are listed. The share of hits here may be higher or lower than overall.

`O=C(CNC(=O)C1CCCCC1)OCC(=O)c1ccccc1` gave TrxR1 substrate 0%, Vif-APOBEC3G blk 0%, rTrxR1 inhibitor 4% and RGS4 inhibitor -17%.
For CCN1CCN(CC(O)COc2ccc(C(C)=O)cc2)CC1 (stereo not given) the results were mIDH1 inhibitor 12%, TrxR1 substrate 1%, Vif-A3F inh -14%, USP1-UAF1 inh -25%, Vif-APOBEC3G blk 1%, RXFP1 ag 3.0%, rTrxR1 inhibitor 3%, 12-LOX inh -3% and RGS4 inhibitor 2%.
Screening Cc1ccc(-c2nnn(CC(=O)N3CCCc4ccccc43)n2)cc1 returned mIDH1 inhibitor 3%, TrxR1 substrate -4%, Vif-A3F inh -7%, USP1-UAF1 inh -9%, Vif-APOBEC3G blk -2%, RXFP1 ag -4.6%, rTrxR1 inhibitor 8%, 12-LOX inh -1% and RGS4 inhibitor -29%.
For COc1ccccc1C(C#N)c1cccc(Cl)n1 (stereo not given) the results were mIDH1 inhibitor -4%, TrxR1 substrate -6%, Vif-A3F inh -7%, USP1-UAF1 inh -5%, Vif-APOBEC3G blk 1%, RXFP1 ag 0.2%, rTrxR1 inhibitor 7% and RGS4 inhibitor 36%.
For Cc1cc(C(C)(C)C)ccc1Oc1cccc2c1S(=O)(=O)N(C1CCCC1)CC(COCc1ccccc1)O2 (stereo not given) the results were mIDH1 inhibitor 0%, TrxR1 substrate -5%, Vif-A3F inh -2%, USP1-UAF1 inh -6%, Vif-APOBEC3G blk -1%, rTrxR1 inhibitor 14%, 12-LOX inh -3% and RGS4 inhibitor 14%.
COc1ccc(CNC(=O)CN(Cc2ccc(C)cc2)S(=O)(=O)c2ccc(Cl)cc2)cc1 was read as mIDH1 inhibitor 7%, TrxR1 substrate -12%, Vif-A3F inh -1%, USP1-UAF1 inh -21%, Vif-APOBEC3G blk 1%, RXFP1 ag -1.0%, rTrxR1 inhibitor -6%, 12-LOX inh 0% and RGS4 inhibitor -22%.
Screening O=C(Nc1ccc(N2CCN(C(=O)c3ccc(Cl)cc3)CC2)cc1)c1cccnc1 returned mIDH1 inhibitor 7%, TrxR1 substrate -4%, Vif-A3F inh 0%, USP1-UAF1 inh -20%, Vif-APOBEC3G blk 2%, RXFP1 ag 1.2%, rTrxR1 inhibitor -8%, 12-LOX inh 11% and RGS4 inhibitor -7%.
Screening OC(CNC1CCCCC1)CNC1CCCCC1 returned mIDH1 inhibitor 4%, TrxR1 substrate -4%, Vif-A3F inh 0%, USP1-UAF1 inh -18%, Vif-APOBEC3G blk 1%, RXFP1 ag 1.9%, rTrxR1 inhibitor 16%, 12-LOX inh -11% and RGS4 inhibitor 5%.
`CC(=O)Nc1ccc(NC(=O)CSc2nc(=O)n3cccc(C)c3n2)cc1` gave mIDH1 inhibitor 3%, TrxR1 substrate -2%, Vif-A3F inh -7%, USP1-UAF1 inh -12%, Vif-APOBEC3G blk 3%, RXFP1 ag 18%, rTrxR1 inhibitor 5%, 12-LOX inh -15% and RGS4 inhibitor -20%.
`Cc1ccc(N(CC(=O)NCCSCc2ccco2)S(C)(=O)=O)cc1` gave mIDH1 inhibitor 5%, TrxR1 substrate 5%, Vif-A3F inh 0%, USP1-UAF1 inh -3%, Vif-APOBEC3G blk 3%, RXFP1 ag 0.6%, rTrxR1 inhibitor 11%, 12-LOX inh 1%[57.4 µM] and RGS4 inhibitor -3%.

A draw from above in order of heavy-atom count, falling:
For Cc1cc(C(C)(C)C)ccc1Oc1cccc2c1S(=O)(=O)N(C1CCCC1)CC(COCc1ccccc1)O2 (stereo not given) the results were mIDH1 inhibitor 0%, TrxR1 substrate -5%, Vif-A3F inh -2%, USP1-UAF1 inh -6%, Vif-APOBEC3G blk -1%, rTrxR1 inhibitor 14%, 12-LOX inh -3% and RGS4 inhibitor 14%.
`CC(=O)Nc1ccc(NC(=O)CSc2nc(=O)n3cccc(C)c3n2)cc1` gave mIDH1 inhibitor 3%, TrxR1 substrate -2%, Vif-A3F inh -7%, USP1-UAF1 inh -12%, Vif-APOBEC3G blk 3%, RXFP1 ag 18%, rTrxR1 inhibitor 5%, 12-LOX inh -15% and RGS4 inhibitor -20%.
`O=C(CNC(=O)C1CCCCC1)OCC(=O)c1ccccc1` gave TrxR1 substrate 0%, Vif-APOBEC3G blk 0%, rTrxR1 inhibitor 4% and RGS4 inhibitor -17%.

(more compounds)
CCN1CCN(c2ncnc3sc(C)c(-c4ccccc4)c23)CC1 was read as mIDH1 inhibitor 13%, TrxR1 substrate 5%, Vif-A3F inh 2%, USP1-UAF1 inh -12%, Vif-APOBEC3G blk -4%, RXFP1 ag 1.0%, rTrxR1 inhibitor 22%, 12-LOX inh -15% and RGS4 inhibitor -2%.
`O=C(O)/C=C/c1cn(Cc2ccccc2)nc1-c1ccccc1` gave mIDH1 inhibitor -2%, TrxR1 substrate -2%, Vif-A3F inh -2%, USP1-UAF1 inh 2%, Vif-APOBEC3G blk -1%, RXFP1 ag -2.4%, rTrxR1 inhibitor 2%, 12-LOX inh 91%[activator] and RGS4 inhibitor -9%.
O=C(Cn1c(=O)c2cccn2c2ccccc21)Nc1ccc(F)cc1F was read as mIDH1 inhibitor 0%, TrxR1 substrate 2%, Vif-A3F inh -1%, USP1-UAF1 inh -9%, Vif-APOBEC3G blk -12%, RXFP1 ag 1.3%, rTrxR1 inhibitor -1%, 12-LOX inh 10% and RGS4 inhibitor -34%.
For CNC(=O)C(=O)NCCN1CCN(C(=O)c2ccc([N+](=O)[O-])cc2)CC1 the results were mIDH1 inhibitor -4%, TrxR1 substrate 1%[57.1 µM], Vif-A3F inh 2%, USP1-UAF1 inh -17%, Vif-APOBEC3G blk 3%, RXFP1 ag -0.8%, rTrxR1 inhibitor 3%[57.1 µM], 12-LOX inh 8% and RGS4 inhibitor -26%.
O=C(NCc1cccc(C(F)(F)F)c1)c1ccc(=O)[nH]c1 was read as mIDH1 inhibitor 5%, TrxR1 substrate 3%[0.457 µM], Vif-A3F inh inconclusive, USP1-UAF1 inh 3%, Vif-APOBEC3G blk -3%, RXFP1 ag -0.1%, rTrxR1 inhibitor 24%, 12-LOX inh -1% and RGS4 inhibitor -6%.
For COc1cc(OC)c(NC(=O)Cc2c(C(=O)O)c(C)cn2C)cc1Cl the results were mIDH1 inhibitor 28%, TrxR1 substrate 2%[57.1 µM], Vif-A3F inh 5%, USP1-UAF1 inh -5%, Vif-APOBEC3G blk -4%, RXFP1 ag 1.9%, rTrxR1 inhibitor 12%[57.1 µM], 12-LOX inh inconclusive and RGS4 inhibitor 16%.
Screening COc1cccc(N2CCN(C3C4CC5CC(C4)CC3C5)CC2)c1 (stereo not given) returned mIDH1 inhibitor 4%, TrxR1 substrate 1%, Vif-A3F inh inconclusive, USP1-UAF1 inh -19%, Vif-APOBEC3G blk -6%, RXFP1 ag 0.7%, rTrxR1 inhibitor 10%, 12-LOX inh inconclusive and RGS4 inhibitor -15%.
For O=C(NCC1CCCO1)C1CCCN1C(=O)Nc1ccc(Cl)cc1 (stereo not given) the results were mIDH1 inhibitor 15%, TrxR1 substrate -16%, Vif-A3F inh -1%, USP1-UAF1 inh -5%, Vif-APOBEC3G blk 0%, RXFP1 ag -1.0%, rTrxR1 inhibitor 10%[57.1 µM], 12-LOX inh -1% and RGS4 inhibitor 13%.
`O=C(Nc1ccccc1)ON=C1CCCC1` gave mIDH1 inhibitor -3%, TrxR1 substrate 11%, Vif-A3F inh 3%, USP1-UAF1 inh -16%, Vif-APOBEC3G blk -2%, RXFP1 ag -1.4%, rTrxR1 inhibitor inconclusive, 12-LOX inh 1% and RGS4 inhibitor 8%.
Screening O=C(Cn1cnc2nc3n(c2c1=O)CCC3)NCc1ccccc1 returned mIDH1 inhibitor 5%, TrxR1 substrate -3%[57.1 µM], Vif-A3F inh -12%, USP1-UAF1 inh -2%, Vif-APOBEC3G blk 1%, RXFP1 ag 29%, rTrxR1 inhibitor 19%[57.1 µM], 12-LOX inh -3% and RGS4 inhibitor -47%.
`CCN(CC)C(=O)c1sc2nc(-c3cccs3)cc(-c3cccs3)c2c1N` gave mIDH1 inhibitor -2%, TrxR1 substrate 2%, Vif-A3F inh inconclusive, USP1-UAF1 inh inconclusive, Vif-APOBEC3G blk -27%, RXFP1 ag 7.6%, rTrxR1 inhibitor -6%, 12-LOX inh 40µM* and RGS4 inhibitor -3%.
COc1cc2c(cc1OC)CN(CC(=O)NC(=O)NC(C)(C)C)CC2 was read as mIDH1 inhibitor 9%, TrxR1 substrate 10%[57.1 µM], Vif-A3F inh -9%, USP1-UAF1 inh -9%, Vif-APOBEC3G blk -3%, RXFP1 ag 0.2%, rTrxR1 inhibitor 20%[57.1 µM], 12-LOX inh -3% and RGS4 inhibitor 8%.
For CCc1ccc(OCC(=O)N(Cc2ccc(Cl)cc2)C2CCS(=O)(=O)C2)cc1 (stereo not given) the results were mIDH1 inhibitor 3%, TrxR1 substrate 3%, Vif-A3F inh 2%, USP1-UAF1 inh -25%, Vif-APOBEC3G blk -6%, RXFP1 ag -1.6%, rTrxR1 inhibitor 15%, 12-LOX inh -9% and RGS4 inhibitor -22%.
